IDH1 R132H inh = blocks human IDH1 R132H reductase activity; diaphorase/resazurin fluorescence, 60 min; inhibition, % at 10 µM; 70,000 tested, 0.18% active; AID 624101; in the data active means inhibition above about 34%;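 further: 0% = DMSO and 100% = no enzyme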
PRC2 inh = blocks human EZH2/PRC2 H3K27 methylation; DELFIA TRF, 1 h; inhibition, % at 12.5 µM; 57,000 tested, 0.35% active; AID 651548;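 active means mean inhibition of replicates at least 50% and every single replicate also reaching 50%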;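 further: dimethyl H3K27 on biotinylated H3 21-44 peptide detected by antibody; plate controls were median neutral control wells for no effect and median positive control wells for full effect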
Target sequence (Q15910 whole entry, looked up): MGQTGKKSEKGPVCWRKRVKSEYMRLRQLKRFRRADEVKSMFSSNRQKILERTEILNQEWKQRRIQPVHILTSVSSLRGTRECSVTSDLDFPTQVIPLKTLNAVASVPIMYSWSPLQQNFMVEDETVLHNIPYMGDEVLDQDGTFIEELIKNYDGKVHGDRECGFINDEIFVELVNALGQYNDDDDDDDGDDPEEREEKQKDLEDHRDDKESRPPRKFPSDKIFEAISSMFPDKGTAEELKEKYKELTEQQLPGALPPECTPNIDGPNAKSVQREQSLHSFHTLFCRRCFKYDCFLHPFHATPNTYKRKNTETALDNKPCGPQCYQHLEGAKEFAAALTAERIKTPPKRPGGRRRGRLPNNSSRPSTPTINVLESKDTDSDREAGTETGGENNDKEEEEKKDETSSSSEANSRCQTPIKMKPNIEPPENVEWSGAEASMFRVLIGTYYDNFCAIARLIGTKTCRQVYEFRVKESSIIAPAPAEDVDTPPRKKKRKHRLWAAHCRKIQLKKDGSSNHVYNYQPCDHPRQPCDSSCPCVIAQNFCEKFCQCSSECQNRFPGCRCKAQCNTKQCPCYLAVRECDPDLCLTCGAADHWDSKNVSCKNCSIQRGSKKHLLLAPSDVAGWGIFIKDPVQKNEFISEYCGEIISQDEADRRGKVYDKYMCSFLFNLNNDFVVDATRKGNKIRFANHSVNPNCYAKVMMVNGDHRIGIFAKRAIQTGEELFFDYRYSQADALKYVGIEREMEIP
Numbers without * were called inactive; . = no result given; & = joins results of further samples. A portion of the library; the hit share may differ from the screen's.

SMILES | IDH1 R132H inh | PRC2 inh
C[C@@H]1CN([C@@H](C)CO)C(=O)c2cc(NC(=O)Cn3cnnn3)ccc2O[C@@H]1CN(C)C(=O)NC1CCCCC1 | -4.3 | .
NC(=O)CN1C(=O)C(O)(CC(=O)c2ccc(Cl)s2)c2ccccc21 (stereo unspecified) | 0.1 | -4.9
CCn1c(SCC(=O)Nc2cccc(C(F)(F)F)c2)nnc1-c1c[nH]c2ccccc12 | 0.4 | 11.3
CS(=O)(=O)Nc1ccc2c(c1)[C@H]1C[C@@H](CC(=O)NC3CCCC3)O[C@H](CO)[C@H]1O2 | -0.7 | 4.9
COc1ccc(NC(=O)N(C)C[C@H]2OCc3cn(nn3)CCCC(=O)N([C@@H](C)CO)C[C@@H]2C)cc1 | -0.7 | 1.3
C[C@H]1CN([C@@H](C)CO)C(=O)Cc2cc(NS(=O)(=O)c3cn(C)cn3)ccc2O[C@H]1CN(C)C | 1.7 | 9.8
C[C@H]1CN([C@@H](C)CO)C(=O)c2cccc(NC(=O)c3ccc(-c4nccs4)cc3)c2O[C@H]1CN(C)S(=O)(=O)c1cn(C)cn1 | -6.2 | .
COCC(=O)N[C@H]1CC[C@@H](CC(=O)NCc2ccccc2OC)O[C@@H]1CO | 0.3 | 4.4
C[C@@H]1CCCCO[C@@H](CN(C)C(=O)Nc2ccc3c(c2)OCO3)[C@@H](C)CN([C@H](C)CO)C(=O)c2cc(NC(=O)C3CCCCC3)ccc2O1 | 1.6 | .
O=C(Cc1ccncc1)Nc1ccc2c(c1)[C@@H]1C[C@H](CC(=O)NC3CCCCC3)O[C@H](CO)[C@@H]1O2 | 0.2 | 0.7
O=C(Cn1cnc2scc(-c3ccc4ccccc4c3)c2c1=O)Nc1cccc(Cl)c1Cl | 0.3 | -21.3
CO[C@H]1CN(C)C(=O)c2cc(NC(=O)Nc3cc(F)ccc3F)ccc2OC[C@H](C)N(C)C[C@@H]1C | -0.4 | -11.6
COc1ccc([Si](C)(C)[C@@H]2[C@@H](CCO)O[C@]3(C(=O)N(Cc4ccccc4)c4ccc(N5CCCCC5=O)cc43)[C@H]2C)cc1 | . | -4.2
CN(C)C(=O)C[C@H]1C[C@H]2c3cc(NC(=O)NC4CCCCC4)ccc3O[C@H]2[C@H](CO)O1 | -0.2 | 3.9
Cc1noc(C)c1S(=O)(=O)N(C)C[C@@H]1OCCCC[C@H](C)Oc2ccc(NS(=O)(=O)c3ccc(Cl)cc3)cc2C(=O)N([C@@H](C)CO)C[C@H]1C | 1.6 | .

Reprinted at random: four entries already listed, in no set order.
SMILES | IDH1 R132H inh | PRC2 inh
CCn1c(SCC(=O)Nc2cccc(C(F)(F)F)c2)nnc1-c1c[nH]c2ccccc12 | 0.4 | 11.3
COc1ccc(NC(=O)N(C)C[C@H]2OCc3cn(nn3)CCCC(=O)N([C@@H](C)CO)C[C@@H]2C)cc1 | -0.7 | 1.3
COCC(=O)N[C@H]1CC[C@@H](CC(=O)NCc2ccccc2OC)O[C@@H]1CO | 0.3 | 4.4
Cc1noc(C)c1S(=O)(=O)N(C)C[C@@H]1OCCCC[C@H](C)Oc2ccc(NS(=O)(=O)c3ccc(Cl)cc3)cc2C(=O)N([C@@H](C)CO)C[C@H]1C | 1.6 | .

Following part
SMILES | IDH1 R132H inh | PRC2 inh
O=C(C1=C[C@H](c2ccc3c(c2)OCO3)C[C@H](OCc2ccc(CO)cc2)O1)N1CCN(Cc2ccc3c(c2)OCO3)CC1 | . | 26.4&14.1
CC(C)NC(=O)N(C)C[C@H]1Oc2ccc(NC(=O)CCC(F)(F)F)cc2CC(=O)N([C@@H](C)CO)C[C@H]1C | -0.7 | .
COc1cccc(NC(=O)Nc2ccc3c(c2)OC[C@@H](C)NC[C@@H](C)[C@H](OC)CN(C)C3=O)c1 | -0.6 | -3.0
CO[C@H]1CN(C)C(=O)c2cc(NC(=O)Nc3ccccc3F)ccc2OC[C@@H](C)N(Cc2ccccc2C(=O)O)C[C@@H]1C | 0.0 | -3.1
COCC(=O)N(C)C[C@H]1Oc2cc(C#C[C@@H](C)O)ccc2S(=O)(=O)N([C@H](C)CO)C[C@@H]1C | . | -6.2
C[C@@H](O)[C@@H](O)[C@@H](O)C/C=N/NC(=O)CCCCCC(=O)Nc1ccccc1O | 0.1 | 14.1
COc1ccc(NC(=O)N(C)C[C@@H]2Oc3ncc(C4=CCCC4)cc3C(=O)N([C@@H](C)CO)C[C@@H]2C)cc1 | -3.2 | -4.3
Cc1ccccc1-n1ccc(=O)[nH]c1=O | 0.5 | -2.0
C[C@@H]1CN([C@@H](C)CO)C(=O)c2cc(NS(C)(=O)=O)ccc2O[C@H]1CN(C)Cc1ccc(C(F)(F)F)cc1 | . | -12.5
C[C@@H]1CN([C@@H](C)CO)C(=O)c2cc(NC(=O)Cc3ccccc3)ccc2O[C@@H]1CN(C)Cc1ccc(C(F)(F)F)cc1 | 2.3 | -4.0
C[C@@H]1CN([C@H](C)CO)C(=O)c2cc(NC(=O)Cn3cnnn3)ccc2O[C@@H]1CN(C)S(=O)(=O)c1cccs1 | -1.6 | .
CCn1c(SCC(=O)Nc2c(Cl)cc(Cl)cc2Cl)nnc1-c1ccc(OC)cc1 | 0.2 | 20.3
COc1ccc(CN(C)C[C@H]2OCCCC[C@@H](C)Oc3ccc(N(C)C)cc3C(=O)N([C@H](C)CO)C[C@H]2C)cc1 | 1.0 | 1.1
C[C@@H]1CN([C@H](C)CO)C(=O)Cc2cc(NC(=O)Nc3ccc(C(F)(F)F)cc3)ccc2O[C@@H]1CN(C)S(C)(=O)=O | . | 3.8
C[C@@H]1CN([C@@H](C)CO)C(=O)c2cccc(NC(=O)Nc3ccc4c(c3)OCO4)c2O[C@@H]1CN(C)Cc1ccc2c(c1)OCO2 | 1.4 | 0.5

Part of the list above in order of length of the SMILES, low to high:
SMILES | IDH1 R132H inh | PRC2 inh
CCn1c(SCC(=O)Nc2c(Cl)cc(Cl)cc2Cl)nnc1-c1ccc(OC)cc1 | 0.2 | 20.3
COCC(=O)N(C)C[C@H]1Oc2cc(C#C[C@@H](C)O)ccc2S(=O)(=O)N([C@H](C)CO)C[C@@H]1C | . | -6.2
O=C(C1=C[C@H](c2ccc3c(c2)OCO3)C[C@H](OCc2ccc(CO)cc2)O1)N1CCN(Cc2ccc3c(c2)OCO3)CC1 | . | 26.4&14.1

More records.
SMILES | IDH1 R132H inh | PRC2 inh
COC(=O)COc1cccc(NC(=O)c2cccs2)c1 | -0.3 | -3.6
Cc1cccc(S(=O)(=O)N(C)C[C@H]2OCc3cn(nn3)CCCC(=O)N([C@H](C)CO)C[C@H]2C)c1 | -0.6 | 2.6
C[C@@H]1CN([C@H](C)CO)C(=O)c2cccc(NS(=O)(=O)c3cn(C)cn3)c2O[C@H]1CN(C)Cc1ccc(-c2ccccc2)cc1 | . | 14.5
C[C@@H]1CN([C@@H](C)CO)C(=O)c2cc(NC(=O)C3CC3)ccc2O[C@@H]1CN(C)Cc1ccc(C(=O)O)cc1 | 2.9 | 0.0
CCCC#Cc1cnc2c(c1)C(=O)N([C@@H](C)CO)C[C@H](C)[C@@H](CN(C)Cc1ccccc1)O2 | -0.3 | .
C[C@@H]1CN([C@@H](C)CO)C(=O)c2cc(C#Cc3cccc(F)c3)cnc2O[C@H]1CN(C)CC1CCOCC1 | -4.1 | -10.1
CO[C@H](CN(C)C(=O)c1cnccn1)[C@@H](C)CN([C@@H](C)CO)S(=O)(=O)c1ccc(C)cc1 | 0.2 | 9.7
CCn1ncc(NC(=S)NCc2ccco2)c1C(N)=O | -0.8 | -23.5
CO[C@@H]1CN(C)C(=O)c2cc(NC(=O)c3ccc(F)cc3)ccc2OC[C@H](C)N(C(=O)CN(C)C)C[C@H]1C | -0.2 | 1.1
O=C(COc1ccc(I)cc1)Nc1cccc(-c2nnc(-c3ccco3)o2)c1 | 0.3 | 3.9
COc1nnc(-c2ccc(N3CCOCC3)c(NC(=O)COc3cccc(C)c3)c2)c2ccccc12 | -0.1 | 1.4
Cc1noc(C)c1NC(=O)Nc1ccc2c(c1)CC(=O)N([C@H](C)CO)C[C@@H](C)[C@@H](CN(C)C(=O)Nc1cccc3ccccc13)O2 | -1.0 | .
Cc1ccc(-c2ccc3c(c2)O[C@H](CN(C)C(=O)C2CCC2)[C@@H](C)CN([C@@H](C)CO)S3(=O)=O)cc1 | . | 15.4
CN(C)C(=O)C[C@H]1CC[C@H](NC(=O)NC2CCCC2)[C@@H](CO)O1 | -0.3 | 6.6
C[C@H](CO)N1C[C@H](C)[C@H](CN(C)C(=O)Nc2cccc3ccccc23)Oc2ccc(NC(=O)Nc3ccc4c(c3)OCO4)cc2CC1=O | -0.5 | .

Single records, from the list above:
COC(=O)COc1cccc(NC(=O)c2cccs2)c1 in the list: IDH1 R132H inh = -0.3; PRC2 inh = -3.6
CO[C@H](CN(C)C(=O)c1cnccn1)[C@@H](C)CN([C@@H](C)CO)S(=O)(=O)c1ccc(C)cc1 in the list: IDH1 R132H inh = 0.2; PRC2 inh = 9.7
COc1nnc(-c2ccc(N3CCOCC3)c(NC(=O)COc3cccc(C)c3)c2)c2ccccc12 in the list: IDH1 R132H inh = -0.1; PRC2 inh = 1.4

Later entries.
SMILES | IDH1 R132H inh | PRC2 inh
O=C(C[C@H]1CC[C@@H](NC(=O)C2CCC2)[C@H](CO)O1)NCC1CC1 | 0.4 | -17.3
Cc1ccc(C2c3c(oc4ccccc4c3=O)C(=O)N2c2nnc(C)s2)o1 (stereo unspecified) | -0.1 | .
COCC#Cc1cnc2c(c1)C(=O)N([C@@H](C)CO)C[C@H](C)[C@H](CN(C)C)O2 | 0.0 | -7.7
COc1ccccc1-c1cnc2c(c1)C(=O)N([C@@H](C)CO)C[C@H](C)[C@H](CN(C)Cc1cncnc1)O2 | -4.1 | 7.3
C[C@@H]1CN([C@H](C)CO)C(=O)c2cccc(NC(=O)Nc3ccccc3)c2O[C@@H]1CN(C)S(=O)(=O)c1ccc(Cl)cc1 | -2.3 | -5.5
C[C@@H]1CCCCO[C@@H](CN(C)CC2CC2)[C@H](C)CN([C@@H](C)CO)C(=O)c2cc(NC(=O)C3CCCCC3)ccc2O1 | 1.4 | .
Cc1ccc(S(=O)(=O)N[C@H]2CC[C@H](CC(=O)N3CCN(c4ccccc4)CC3)O[C@H]2CO)cc1 | -0.6 | 6.4
COc1ccc(S(=O)(=O)N(C)C[C@H]2Oc3ccc(NC(=O)Cc4ccccc4)cc3CC(=O)N([C@@H](C)CO)C[C@H]2C)cc1 | -1.8 | .
C[C@@H]1CN([C@@H](C)CO)C(=O)c2cc(NS(=O)(=O)c3cccs3)ccc2O[C@@H]1CN(C)S(=O)(=O)c1cn(C)cn1 | -0.3 | .
O=C(/C=C/c1ccccc1)OC[C@]12O[C@H]1[C@@H](O)[C@@H]1C=CO[C@@H](O[C@@H]3O[C@H](CO)[C@@H](O)[C@H](O)[C@H]3O)[C@@H]12 | 0.2 | .
C[C@@H]1CN([C@H](C)CO)C(=O)c2cc(NC(=O)Nc3ccc(F)cc3)ccc2O[C@@H]1CN(C)C(=O)Nc1ccc2c(c1)OCO2 | 0.0 | .
COc1cc(NC(=O)CSc2nnnn2-c2ccccc2)cc(OC)c1OC | 0.3 | -1.6
CCCNC(=O)Nc1ccc2c(c1)C(=O)N(C)C[C@@H](OC)[C@H](C)CN(C(=O)C1CCOCC1)[C@H](C)CO2 | 0.0 | -4.6
C[C@@H]1CN([C@@H](C)CO)C(=O)Cc2cc(NC(=O)Cc3cn(C)c4ccccc34)ccc2O[C@H]1CN(C)Cc1ccc(Cl)c(Cl)c1 | -0.2 | .
COc1cccc(-c2ccc3c(c2)O[C@@H](CN(C)Cc2ccncc2)[C@@H](C)CN([C@H](C)CO)S3(=O)=O)c1 | 4.5 | -4.4
COc1ccc(NC(=O)Nc2ccc3c(c2)C(=O)N([C@@H](C)CO)C[C@@H](C)[C@H](CN(C)C(=O)Nc2ccc(OC)cc2)O3)cc1 | 0.6 | .
COc1cc(-c2nc3ccccc3s2)cc(Br)c1OCC(=O)O | 2.5 | 16.9
CNC[C@@H]1Oc2cc(C#Cc3cccnc3)ccc2S(=O)(=O)N([C@H](C)CO)C[C@H]1C | 0.2 | -18.8
C[C@H](CO)N1C[C@H](C)[C@H](CN(C)C(=O)Nc2ccc3c(c2)OCO3)Oc2c(NC(=O)c3cnccn3)cccc2C1=O | 0.8 | .
C[C@H](CO)N1C[C@H](C)[C@H](CN(C)Cc2ccccc2)Oc2ccc(NC(=O)C3CCCCC3)cc2C1=O | -0.9 | -15.6
C[C@@H]1CN([C@@H](C)CO)S(=O)(=O)c2ccc(C#CC3CC3)cc2O[C@@H]1CN(C)C(=O)C1CCC1 | . | -2.1
CCC(=O)Nc1ccc2c(c1)C(=O)N(C)C[C@H](OC)[C@H](C)CN(CCc1ccccc1)[C@H](C)CO2 | -0.3 | -6.9
O=C(COc1ccc([N+](=O)[O-])cc1)Nc1ccc(N2CCN(C(=O)c3ccco3)CC2)cc1 | 1.9 | -5.9
CCCC(O)C#Cc1cnc2c(c1)C(=O)N([C@H](C)CO)C[C@H](C)[C@H](CN(C)C(=O)Nc1cccc3ccccc13)O2 (stereo partly specified) | 1.6 | 3.3
O=C(CC1CC1)Nc1ccc2c(c1)[C@H]1C[C@@H](CC(=O)NC3CCCC3)O[C@@H](CO)[C@H]1O2 | 0.2 | 3.7
C[C@@H]1CN([C@H](C)CO)C(=O)Cc2cc(NC(=O)Nc3ccc(C(F)(F)F)cc3)ccc2O[C@H]1CN(C)C(=O)Nc1ccc(C(F)(F)F)cc1 | 1.5 | .
C[C@@H]1CCCCO[C@H](CN(C)C)[C@H](C)CN([C@@H](C)CO)C(=O)c2cc(NS(=O)(=O)c3ccc(F)cc3)ccc2O1 | -1.3 | 4.4
COc1ccc(S(=O)(=O)N(C)C[C@@H]2Oc3c(NC(=O)NC4CCCCC4)cccc3C(=O)N([C@H](C)CO)C[C@@H]2C)cc1 | 0.4 | .
COc1ccc(NC(=O)Nc2ccc3c(c2)[C@H]2C[C@@H](CC(=O)N4CCc5ccccc5C4)O[C@@H](CO)[C@H]2O3)cc1 | -0.2 | -9.5
C[C@@H]1CN([C@@H](C)CO)C(=O)c2cccc(NC(=O)C3CCCCC3)c2O[C@@H]1CN(C)S(=O)(=O)c1ccc(Cl)cc1 | -2.8 | -9.5

Compound activity as filed in PubChem.
